MgcRacGAP inhibition – MgcRacGAP GTPase-activating activity inhibitors, confirmation, biochemical, ADP Hunter fluorescence. AID 624330. MgcRacGAP-stimulated Rac1 GTP hydrolysis, ADP Hunter fluorescence; higher % means a stronger effect; GST-tagged Rac1 F28L mutant substrate. one-dose inhibition, % at 30 µM; IC50 in µM for titrated hits. 340,000 compounds, 0.6% hits;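 active = first-screen hits whose inhibition reached a set limit at any dose in the follow-up dose series; inconclusive = inhibition above the set first-screen limit but never retested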;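 note: fluorescence reports GDP produced by GAP-driven GTP hydrolysis; strong numbers were not always called active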
NOD1 inhibition – NOD1 signaling inhibitors, primary screen, cell-based, luminescence, uHTS (AID 1578); inhibition, % at 4 µM; hits with a dose series show EC50 in µM; NOD1-driven NF-kB luciferase reporter cells, luminescence; higher % means a stronger effect; 290,000 compounds, 1% hits; in the data active = inhibition mostly above about 36%, no sharp cut-off; inactive = mostly below about 34%;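 note: HEK-293T reporter cells stimulated with the NOD1 agonist gamma-tri-DAP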
HIV fusion peptide – cell-free HIV fusion peptide-binding blockers – biochemical, uHTS, fluorescence dequenching, primary screen (AID 1986); cell-free peptide binding, fluorescence dequenching, 30 min; higher % means a stronger effect; 290,000 compounds, 0.3% hits; inhibition, % at 20 µM; hits with a dose series show IC50 in µM; in the data active = inhibition mostly above about 52%, no sharp cut-off; inactive = mostly below about 76%; note: some results filed as inactive read as strong as hits
Large T inhibition – SV40 large T antigen inhibitors, biochemical (AID 1903). SV40 large T antigen ATPase/helicase inhibition assay; higher % means a stronger effect. inhibition, % at 20 µM; hits with a dose series show IC50 in µM. 310,000 compounds, 0.39% hits; in the data active = a potency from the dose series; inconclusive = inhibition mostly from about 32% at the one dose, without a potency; inactive = the rest, 99 in 100 with inhibition below about 32%; note: strong numbers were not always called active
KOR beta-arrestin-1 – KOR agonists, beta-arrestin recruitment, primary screen, cell-based, luminescence, uHTS (AID 1777); KOR beta-arrestin recruitment, luminescence; higher % means a stronger effect; one-dose activation, % at 10 µM; EC50 in µM for titrated hits; 280,000 compounds, 0.02% hits; in the data active = activation above about 50%, passing the limit was not always enough; note: a part of the inactive calls stands beside numbers as strong as those of hits
GPR55 beta-arrestin – GPR55 agonists via beta-arrestin recruitment, primary screen, imaging, U2OS cells, beta-arrestin-GFP redistribution (AID 1961). U2OS GPR55 beta-arrestin-GFP redistribution imaging; higher % means a stronger effect. 290,000 compounds, 0.048% hits. activation, % at 10 µM, or EC50 in µM where a hit was titrated;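 active = activation above 40% with more than 50 cells counted in the well; inconclusive = wells holding fewer than 50 cells, flagged as toxic or sparse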;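 note: U2OS osteosarcoma cells stably expressing GPR55 and beta-arrestin-GFP; plate controls were DMSO negative control for no effect and LPI positive control for full effect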
KOR beta-arrestin-2 – kappa opioid receptor blockers – cell-based, luminescence, uHTS (AID 1778); KOR beta-arrestin recruitment, luminescence, antagonist mode; higher % means a stronger effect; inhibition, % at 10 µM, or IC50 in µM where a hit was titrated; 290,000 compounds, 0.091% hits; note: strong numbers were not always called active
HEK293 NOD2/NF-kB – NOD2 signaling inhibitors, cell-based, luminescence, uHTS, HEK293 (AID 1566). HEK293 NOD2/NF-kB luciferase reporter, luminescence; higher % means a stronger effect. inhibition, % at 4 µM, or EC50 in µM where a hit was titrated. 290,000 compounds, 0.63% hits; note: many of its hits are not listed in these tables
GPR55 antagonists – GPR55 antagonists blocking LPI-driven arrestin recruitment, primary screen, imaging, U2OS, beta-arrestin-GFP, LPI agonist (AID 2013); U2OS GPR55 beta-arrestin-GFP translocation imaging, LPI antagonism; higher % means a stronger effect; inhibition, % at 10 µM; hits with a dose series show IC50 in µM; 290,000 compounds, 0.13% hits;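 active = spots per cell inhibited over 60%, with over 100 cells counted and total cytoplasm intensity under 500,000; inconclusive = wells with under 100 cells, flagged as likely toxic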;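 note: U2OS cells stably carrying GPR55 and arrestin-GFP stimulated by 5 µM LPI near EC80; imaged beta-arrestin-GFP aggregate spots per cell after agonist stimulation; plate controls were LPI-stimulated DMSO wells for no effect and DMSO wells without LPI for full effect; some results filed as inactive read as strong as hits; confirmed hits need IC50 under 10 µM and bright autofluorescent wells are also inconclusive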
The depositor's hits bear a star; u = inconclusive; x = no result given; [ ] = remark or other dose. Cut-off read from the data, not from the text of the source, unless noted: active = inhibition above about 50%; inactive = the rest.

SMILES	MgcRacGAP inhibition	NOD1 inhibition	HIV fusion peptide	Large T inhibition	KOR beta-arrestin-1	GPR55 beta-arrestin	KOR beta-arrestin-2	HEK293 NOD2/NF-kB	GPR55 antagonists
COC(=O)Cn1cnc2c(cnn2-c2ccc(OC)cc2)c1=O	11%	-27%	0.0%	4%	1.2%	-0.2%	-10%	-4%	6%
NC(=O)c1ccccc1NC(=O)c1ccccc1Cl	6%	-11%	-0.5%	15%	2.6%	0.3%	26%	7%	6%
Cc1sc2nc(CSCC(=O)N(CCC#N)c3ccccc3)[nH]c(=O)c2c1C	0%	-3%	7.4%	32%	-1.8%	-0.2%	9%	14%	10%
CCCCNC(=O)OC(C)CNC(=O)OC (configuration not stated)	8%	-41%	0.2%	1%	-1.1%	-0.1%	17%	4%	-1%
Cc1ccc2nc(N(CCCN(C)C)C(=O)CCc3ccccc3)sc2c1	11%	-24%	-1.1%	2%	-2.2%	-0.2%	0%	18%	30%
COc1ccc(CCN(C)CC(O)COc2c(C)ccc(C)c2C)cc1OC (configuration not stated)	2%	-2%	-2.6%	-1%	4.5%	0.9%	-5%	-19%	0%
COc1ccccc1N1CCN(C(=O)c2ccc(C(C)(C)C)cc2)CC1	6%	x	-2.6%	18%	0.6%	1.2%	11%	6%	9%
CC(=O)c1ccc(NC(=O)NC2CCCc3ccccc32)cc1 (configuration not stated)	13%	-23%	1.4%	11%	2.5%	0.0%	-6%	-6%	-2%
FC(F)(F)c1ccc(-c2nc(=S)[nH][nH]2)cc1	-4%	-5%	4.4%	u	2.2%	0.2%	0%	24%	2%
O=C(c1ccco1)N1CCCN(Cc2nc(-c3ccc4c(c3)OCO4)no2)CC1	12%	15%	-2.1%	11%	4.8%	-0.2%	-35%	-1%	-13%
O=C(O)CSCCC(=O)Nc1ccc(F)cc1	-11%	-18%	2.6%	-1%	-2.2%	0.3%	-8%	4%	16%
Cc1cc(C)c(S(=O)(=O)Nc2cccc(S(=O)(=O)NC3=NCCC3)c2)c(C)c1	9%	-11%	-1.7%	7%	-3.5%	-0.5%	13%	2%	-7%
O=C(O)CC1(CC(=O)Nc2ccc3ccccc3c2)CCCCC1	10%	-11%	-2.2%	16%	4.2%	-0.1%	11%	-3%	-1%
Cc1cc(OC(C)C(=O)NCCCn2ccnc2)c2c(C)c(C)c(=O)oc2c1 (configuration not stated)	15%	-9%	1.9%	20%	3.2%	-0.1%	-28%	-11%	-2%
OC(CN1CCN(c2ccccc2)CC1)c1c[nH]c2ccccc12 (configuration not stated)	12%	-7%	1.9%	6%	11%	-0.2%	27%	4%	1%
N#CC1=C(S)N(c2ccccc2)C(c2ccco2)NC1=O (configuration not stated)	2%	68%*	-2.6%	35%	x	-0.1%	45%[20 µM]	-82%	12%
O=C(COC(=O)c1cc(-c2ccccn2)nc2ccccc12)Nc1ncc(C(F)(F)F)cc1Cl	4%	24%	-2.0%	-12%	7.5%	-0.1%	-25%	-52%	-16%
O=c1nc2scc(-c3ccccc3)n2c2ccccc12	4%	-12%	-1.3%	17%	0.9%	0.6%	-4%	3%	8%
COc1cc(Cl)ccc1OCc1cc(C(=O)NCc2cc(C(C)C)no2)no1	8%	-60%	2.2%	4%	2.7%	-0.1%	-3%	-45%	-18%
O=C(Nc1sc2c(c1C(=O)NCc1ccco1)CCCC2)c1ccc2c(c1)OCO2	4%	-3%	13%	9%	2.9%	0.6%	18%	-6%	-7%
CCn1cc(C(=O)N(CCCN2CCOCC2)Cc2ccco2)c(=O)c2ccc(C)nc21	12%	-12%	0.4%	5%	-3.0%	-0.1%	11%	14%	47%
O=C(CCC(=O)n1ncc2ccccc21)NCc1ccccc1Cl	11%	3%	1.6%	17%	-1.3%	-0.1%	-44%[20 µM]	3%	-4%
CCC(C)(C)NC(=O)CN(C(=O)C(=O)Nc1ccc2c(c1)OCCO2)N1CCOCC1	7%	-17%	1.2%	-7%	1.2%	-0.1%	-38%	5%	-2%
CC1=C(C(=O)OCc2ccccc2)C(c2ccc3ccccc3c2)NC(=O)N1CCCC(=O)O (configuration not stated)	-4%	-28%	6.7%	12%	-5.3%	-0.2%	-28%[20 µM]	18%	2%
CC(=O)c1c(N2CCOCC2)nc(=S)n(-c2ccccc2)c1C	3%	-11%	1.9%	19%	2.8%	-0.1%	11%	-6%	-1%
CN(C)c1nc(N)nc(Cn2nnc(-c3ccc(C(F)(F)F)cc3)n2)n1	0%	-6%	1.3%	21%	2.5%	0.3%	-48%	12%	2%
CC(C)CCn1c(N2CCN(Cc3ccccc3)CC2)nc2c1c(=O)[nH]c(=O)n2C	x	-4%	2.1%	x	-1.4%	-0.1%	-22%	5%	-2%
Cc1onc(-c2ccccc2Cl)c1C(=O)OCN1C(=O)c2ccccc2C1=O	12%	-10%	1.3%	1%	7.3%	-0.3%	1%	10%	-10%
O=C(O/N=C1/CCSc2ccccc21)c1ccc(F)cc1	0%	0%	0.9%	4%	1.5%	0.0%	13%	1%	7%
COc1ccccc1N1CCN(C(=O)c2oc3ccc(F)cc3c2C)CC1	3%	-14%	-0.5%	-1%	-1.0%	0.0%	-6%	8%	0%
O=C(Nc1cccc(C(F)(F)F)c1)c1sc(Cl)nc1C(F)(F)F	10%	-18%	1.2%	3%	2.4%	-0.3%	-32%[20 µM]	-28%	-3%
CCN(CC)C(=O)CCNS(=O)(=O)c1ccc(C)cc1	-2%	4%	0.1%	6%	-0.8%	-0.1%	20%	7%	21%
COc1ccc(Oc2nc3c(c(=O)n(C)c(=O)n3C)n2Cc2cccc(OC)c2)cc1	8%	-10%	-0.1%	-4%	0.2%	0.0%	15%	22%	8%
CCOc1ccc(Cn2cc(F)c(=O)[nH]c2=O)cc1	-10%	0%	-1.1%	5%	x	-0.1%	0%	0%	7%
N#CCSc1nc2ccccc2c(=O)n1-c1ccccc1	2%	-6%	-0.8%	4%	-2.2%	-0.2%	6%	17%	-5%
Cn1cnnc1SCC(=O)Nc1ccc(Cl)c(S(=O)(=O)N2CCOCC2)c1	4%	-31%	0.1%	-4%	-2.8%	-0.4%	2%	14%	3%
COC(=O)COc1ccc(S(=O)(=O)N2CCCCC2)cc1[N+](=O)[O-]	6%	-23%	0.7%	19%	-3.5%	-0.1%	5%	5%	7%
Cc1ccc(NC(=O)CSc2nc3ccccc3nc2N2CCCC2)cc1	5%	-18%	-0.5%	17%	-4.2%	0.0%	-41%[20 µM]	-10%	-6%
COc1ccc(Cl)cc1NC(=O)c1ccccc1C	4%	-8%	3.1%	11%	-3.2%	0.0%	32%	13%	10%
Cc1onc(-c2c(Cl)cccc2Cl)c1CO/N=C(\C#N)c1c(Cl)cccc1Cl	7%	0%	-0.6%	3%	-2.2%	-0.2%	23%	10%	8%
CCC(NC(C)C)C(O)c1ccc(O)c(O)c1 (configuration not stated)	-4%	-34%	5.1%	-5%	2.2%	-0.1%	-52%	-3%	-23%
CCN(CCNC(=O)C1CCN(S(C)(=O)=O)CC1)c1ccccc1	-1%	-15%	-2.3%	8%	-3.0%	-0.2%	27%	-1%	16%
CCCCc1nc2cc(C(=O)N3CCN(c4nc(C)cnc4C)CC3)ccc2o1	9%	-55%	-0.3%	8%	7.7%	-0.1%	-28%	8%	5%
COc1ccc(Cc2noc(CN3CCN(Cc4cccc(Cl)c4)CC3)n2)cc1OC	-5%	x	-0.2%	23%	x	-0.3%	-14%	x	3%
COC(=O)c1sc2ccccc2c1C(=O)OC	3%	-8%	2.1%	2%	5.3%	0.1%	20%	6%	-2%
Cn1c(SCc2nc3ccccc3s2)nnc1-c1ccc2c(c1)OCO2	4%	x	1.1%	9%	2.8%	0.0%	23%	-10%	13%
O=C(NNC(=O)c1cc(Br)ccc1Cl)c1csc(N2CCOCC2)n1	9%	-15%	-3.6%	8%	11%	0.0%	10%	8%	5%
CCCCOc1ccccc1NC(=O)c1ccco1	6%	8%	-2.0%	5%	-3.9%	-0.2%	-3%	10%	13%
Cc1[nH]n(-c2ccccc2)c(=O)c1/C=N/NC(=O)c1ccc(O)cc1O	18%	-6%	11%	30%	-5.2%	0.0%	-14%	4%	6%
Cc1cc(F)ccc1S(=O)(=O)Nc1c(C)n(C)n(-c2ccccc2)c1=O	5%	-11%	-1.4%	4%	5.9%	-0.1%	-18%	5%	-6%
Remaining list, next part
SMILES	MgcRacGAP inhibition	NOD1 inhibition	HIV fusion peptide	Large T inhibition	KOR beta-arrestin-1	GPR55 beta-arrestin	KOR beta-arrestin-2	HEK293 NOD2/NF-kB	GPR55 antagonists
CC1=NN(C(N)=S)C(=O)C1N=Nc1cccc(C(=O)O)c1 (configuration not stated)	-1%	-1%	1.8%	18%	-5.2%	0.4%	-15%	9%	-3%
Cc1ccc(S(=O)(=O)N2CCOCC2)cc1NC(=O)CN1CCC(Cc2ccccc2)CC1	13%	5%	1.7%	6%	-1.6%	0.4%	12%[20 µM]	-11%	-4%
CN(C)c1cc[n+](CC(=O)c2ccc(Br)cc2)cc1	7%	-13%	0.0%	15%	-3.5%	0.1%	13%	12%	-8%
COc1cccc(C2C(C(=O)Nc3ccccc3)=C(C)N=c3s/c(=C/c4ccc(OCC(=O)O)cc4)c(=O)n32)c1 (configuration not stated)	5%	-11%	68%	15%	0.5%	-0.2%	-20%	1%	1%

Bioassay records from PubChem.

An excerpt. The share of hits here may be higher or lower than overall.
